# TGFb inhibitor: inhibitors of TGF-b signaling; 410,000 compounds, 1.2% hits; AID 588855; HepG2 CAGA-GFP TGF-b/SMAD3 reporter, GFP fluorescence, 18 h; TGF-beta stimulated, 500 pg/mL final; Potency, µM (titrated, usually from 46.1 µM), for the others: top-dose activity, negative = inhibition, actives largely listed as inhibitors; note: potency is the fitted concentration of half-maximal effect; % is set by controls: 0 for no effect and ±100 for the full control effect; nearly all actives have a fitted effect of over 65% in size
#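 First, reporter cells (HEPG2 CAGA-GFP) rested 2 h at 37 degrees C. Next, compounds were pinned in and TGF-beta added to 500 pg/mL final. After 18 h, GFP was imaged per cell and summed per well.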
# A549 viability: counter-screen for Nrf2 inhibitors: cytotoxicity in A549 cells; A549 ARE-Fluc cells, CellTiter-Fluor viability, 18-24 h; Potency, µM (titrated, usually from 46 µM), inactives show at the highest dose activity change, negative = cytotoxicity, hits mostly inhibitors; 390,000 compounds, 0.16% hits; note: potency is the fitted concentration of half-maximal effect; % is set by controls: 0 for no effect and ±100 for the full control effect
#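 Cytotoxicity counterscreen: CellTiter-Fluor fluorescence was measured in A549 ARE_Fluc cells after 18-24 h of compound exposure in a concentration series. The subsequent BugLite luminescent read reports ARE-luciferase activity.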
# Nrf2 inh: blocks Nrf2 signaling | A549 ARE-Fluc reporter, luciferase luminescence, 18-24 h | AID 504444 | 360,000 compounds, 2.1% hits | Potency, µM (titrated, usually from 46 µM), for inactives: top-dose activity change, negative = inhibition, usual class: inhibitors; note: potency is the fitted concentration of half-maximal effect; % is set by controls: 0 for no effect and ±100 for the full control effect; nearly all actives have a fitted effect of over 60% in size
#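 Quantitative HTS in A549 cells stably bearing an antioxidant response element-firefly luciferase construct. Inhibition of Nrf2-driven transcription was scored by luminescence after 18-24 h of compound exposure at 37 °C.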
# MCF10A rereplic: DNA re-replication induction in MCF 10a cells; AID 624296; MCF 10A DNA re-replication, Hoechst nuclear intensity, 48 h; Potency, µM (top dose mostly 46.1 µM), without a hit: at the top dose activity, positive = re-replication, most hits filed as activators; 350,000 compounds, 2.9% hits; note: potency is the fitted concentration of half-maximal effect; % of control where 0% means no effect; nearly all actives have a fitted effect of over 50% in size
# ATXN viability: reduces viability in counter-screen for ATXN expression inhibitors; S2 cells (HEK-293 line with an ATXN2-luciferase reporter) viability, CellTiter-Fluor protease fluorescence, 24 h; Potency, µM (titrated, usually from 56.7 µM), actives largely listed as cytotoxic; 400,000 compounds, 0.49% hits; AID 651635; note: potency is the fitted concentration of half-maximal effect; nearly all actives have a fitted effect of over 40% in size
# Nrf2 ARE act: activators of Nrf2 (ARE) signaling; AREc32 ARE-luciferase reporter (MCF7-derived line), luminescence, 24 h; Potency, µM (series often up to 46.1 µM), for inactives: at the top dose activation, hits mostly activators; 410,000 compounds, 0.31% hits; AID 624171; note: potency is the fitted concentration of half-maximal effect; % of control where 0% means no effect; nearly all actives have a fitted effect of over 65% in size
#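 Cells of the AREc32 ARE-luciferase line are plated in OPTI-MEM containing 5% FBS and left overnight at 37 deg C. Compounds are pinned in, incubation continues 24 hr, and firefly luciferase signal is then measured.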
# HepG2 tox: counter-screen for TGF-b inhibitors: cytotoxicity in HepG2 cells | Potency, µM (top dose mostly 46.1 µM), inactives show at the highest dose activity change, negative = cytotoxicity, hits mostly cytotoxic | HepG2 CAGA-GFP viability, ATP luminescence, 18 h | 410,000 compounds, 0.76% hits; note: potency is the fitted concentration of half-maximal effect; some results filed as inactive show a strong effect at the top dose
#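 HepG2 CAGA-GFP cells (1000/well, DMEM with 1% FBS) received compound, then TGF-beta at 500 pg/mL final, and were incubated 18 hours at 37 degrees C. Viability was read by CellTiter-Glo luminescence. Media-only wells were set as complete cell-killing and DMSO as no toxicity.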
# IL1B secr inh: inflammasome signaling inhibition, IL-1 beta readout; THP-1 LPS/ATP IL-1B secretion, AlphaLISA, 16 h; active compounds read low; activity change, % at 57.5 µM; 360,000 compounds, 4.7% hits; in the data active = activity change below about -50%; inconclusive = mostly about -30% to -49%; note: % is set by controls: 0 for no effect and ±100 for the full control effect
#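 THP-1 cells pretreated 1 hr with compounds (up to 57.5 uM final), then stimulated with LPS (250 ng/mL final) plus ATP (1.25 mM final); secreted IL-1B measured by AlphaLISA after 16 hr, decreased signal indicating inhibition.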
# ATXN2 expr inh: reduces ATXN2 reporter expression in HEK-293 cells; HEK-293 ATXN2-luciferase reporter, luminescence, 24 h; Potency, µM (highest dose often 57 µM), without a hit: top-dose activity change, negative = inhibition, most hits filed as inhibitors; 360,000 compounds, 0.72% hits; AID 1745845; note: potency is the fitted concentration of half-maximal effect; % is set by controls: 0 for no effect and ±100 for the full control effect; nearly all actives have a fitted effect of over 55% in size
#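 ATXN2-luciferase reporter cells (luciferase flanked by upstream and downstream ATXN2 gene portions) were treated 24 h at 37 °C with compounds at up to 57 uM. SteadyGlo luminescence gave expression; GF-AFC fluorescence gave viability.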
# * = called active by the depositor; i = inactive; ? = inconclusive; . = no result given; [ ] = another dose, or the depositor's remark. Unless noted, calls come from the whole dose curve; as a rule, active = well fitted curve in the direction sought with a large enough effect; inconclusive = small, poorly fitted or top-dose-only effect, or another doubt; inactive = no such curve, though single readings can be large; an effect the other way counts as inactive or inconclusive.
no.	canonical_smiles	TGFb inhibitor	A549 viability	Nrf2 inh	MCF10A rereplic	ATXN viability	Nrf2 ARE act	HepG2 tox	IL1B secr inh	ATXN2 expr inh
1	CCc1c(O)nc(SCC(=O)Nc2c(C)cccc2C)n(-c2ccc(F)cc2)c1=O	12%	.	.	.	?	0.4%	0%	0	.
2	CCOC(=O)C1=C(COC(=O)Cc2ccc(Cl)cc2)NC(=O)NC1C (stereo not given)	13%	8%	-14%	-2%	i	-0.3%	1%	-9	-6%
3	Cc1ccc(Nc2nnc(SCC(=O)Nc3ncc(C(F)(F)F)cc3Cl)s2)cc1	-8%	11%	4%	3%	i	-0.5%	-31%	30	5%
4	O=C(COC(=O)c1cccc(Oc2ccccc2)c1)NCc1ccco1	7%	-15%	-36%	?	i	0.0%	-2%	-5	1%
5	C[C@]1(OC(=O)/C=C/c2ccccc2)C[C@@H](O)[C@]2(O)C=CO[C@@H](O[C@@H]3O[C@H](CO)[C@@H](O)[C@H](O)[C@H]3O)[C@@H]21	-5%	0%	7%	-5%	i	-0.3%	-10%	16	1%
6	CCc1ccc(-c2cn3nc(CC)sc3n2)cc1	?	0%	-2%	.	i	-0.3%	-35%	.	4%
7	CC(=O)Nc1cccc(Oc2cc(C#N)c(C#N)cc2N2CCOCC2)c1	-7%	3%	?	?	i	0.2%	16%	0	-8%
8	Cn1c(SCc2ccccc2F)nnc1-c1cnccn1	10%	19%	.	0%	i	-0.6%	0%	-3	37%[activator]
9	CCOc1ccc(NC(=O)c2ccc3[nH]c(C)cc(=O)c3c2)cc1	3%	10%	-7%	.	i	-0.4%	-7%	.	-5%
10	CCOC(=O)N1CCN(Cc2nc3cc(NC(=O)CC)ccc3n2C)CC1	10%	6%	-8%	-12%	i	-1.6%	3%	12	-8%
11	COc1ccccc1NC(=O)N(C)C[C@H]1Oc2ncc(C#CCN(C)C)cc2C(=O)N([C@H](C)CO)C[C@H]1C	-7%	.	.	.	i	-1.0%	-22%	27	-1%
12	CCOc1cccc(C(=O)NC(=S)NCc2cccnc2)c1	?	0%	-14%	-1%	i	2.8%	-62%	0	4%
13	NS(=O)(=O)c1ccc(NC(=O)c2ccc(OCC3CCCO3)cc2)cc1 (stereo not given)	8%	3%	0%	15%	i	0.0%	-6%	21	-7%
14	CN(C)Cc1ccccc1C(O)(c1ccccc1)c1ccccc1	8%	1%	0%	0%	i	-0.3%	3%	-71*	-1%
15	CCN(CC)S(=O)(=O)c1ccc(C)c(NC(=O)CN2CCN(C)CC2)c1	-2%	?	?	13%	i	-0.9%	10%	4	.
16	COc1ccc(C(=O)NNC(=O)Cn2nc(C)cc2C)cc1S(=O)(=O)N1CCOCC1	0%	.	.	.	i	-0.2%	-16%	-12	.
17	CN(C=O)c1cc([N+](=O)[O-])ccc1OCc1ccccc1	-17%	1%	15%	?	?	0.1%	-4%	4	6%
18	Cc1ccn(CCC(=O)N2CCCC(CCC(=O)NCc3ccc(F)c(F)c3)C2)n1 (stereo not given)	7%	0%	12%	-8%	i	1.6%	12%	20	-14%
19	Cc1ccc(/C=C/C(=O)c2ccc(C)cc2)cc1	-6%	-4%	12%	16%	i	2.8%	3%	?	13%
20	CC(C)c1ccc2oc(=O)cc(CN3CCN(c4ccc(F)cc4)CC3)c2c1	-26%	0%	.	6%	i	-0.2%	-28%	9	-7%
21	COc1ccc(OCCSc2ncnc3nc[nH]c23)cc1	-11%	-2%	-3%	-1%	i	1.9%	-28%	20	14%
22	Cc1ccc(C(=O)N/N=C\c2ccc([N+](=O)[O-])s2)cn1	-24%	-3%	?	-4%	i	14%	-7%	-5	?
23	Cc1ccc(-c2c(CN3CCN(c4cc(C)ccc4C)CC3)csc2C)cc1	.	2%	?	.	.	-1.0%	-16%	.	.
24	O=C(CCCn1c(SCC(=O)NCC2CCCO2)nc2ccccc2c1=O)NCC1CCCO1 (stereo not given)	6%	-13%	11%	7%	i	-1.1%	4%	-1	0%
25	CCN(CCNC(=O)C1CCCN(Cc2nc(-c3ccc(OC)cc3)oc2C)C1)c1ccccc1 (stereo not given)	?	?	?	?	?	3.6%	-26%	-73*	?
26	O=C(NCc1cccs1)c1ccc([N+](=O)[O-])cc1Cl	-14%	0%	13%	-78%[inhibitor]	i	0.8%	-7%	-8	25%
27	Cc1sc2nc(CN3CCN(S(=O)(=O)c4cccc5nonc45)CC3)[nH]c(=O)c2c1C	-19%	10%	-3%	17%	i	-0.5%	-9%	15	-13%
28	CCC1S/C(=N/N=C/c2ccco2)N(c2ccc(F)cc2)C1=O (stereo not given)	21%	12%	2%	0%	i	17%	-1%	3	-6%
29	Cc1nn(C)cc1S(=O)(=O)N1CCN(c2ccccc2)CC1	9%	4%	14%	-2%	i	-0.2%	7%	22	4%
30	O=C(Cn1c(Cn2c(-c3cnccn3)nc3ccccc32)nc2ccccc21)c1ccc(OC(F)(F)F)cc1	.	.	.	.	?	0.3%	.	54	10%

# Further results follow:
no.	canonical_smiles	TGFb inhibitor	A549 viability	Nrf2 inh	MCF10A rereplic	ATXN viability	Nrf2 ARE act	HepG2 tox	IL1B secr inh	ATXN2 expr inh
31	Cc1cccc(C)c1NC(=O)Cn1nnnc1N	1%	1%	7%	-1%	i	-0.2%	-5%	14	-11%[11.3 µM]
32	N=c1c(C(=O)NCc2ccc(F)cc2)cc2c(=O)n3ccccc3nc2n1Cc1ccco1	-10%	-2%	15%	6.5µM*	i	0.2%	-6%	-26	-28%
33	Cc1cccc2c(N=Nc3ccc(S(=O)(=O)Nc4cccc(Cl)c4)cc3[N+](=O)[O-])c(O)[nH]c12	-2%	-22%	15%	1%	i	0.0%	3%	33	26%
34	Cc1cccc(OCC(=O)Nc2cccc(C(=O)NCC(C)C)c2)c1	6%	0%	-14%	10%	i	0.3%	0%	12	-5%
35	Cc1ccc(Cl)cc1NC(=O)CON=C(N)c1ccccc1	11%	2%	4%	24%	i	0.7%	-43%	7	-14%
36	Cc1ccc(NC(=O)CSc2nnc(Cc3ccccc3)o2)cc1	-10%	-4%	-2%	-6%	i	0.8%	8%	1	.
37	CCCCc1cc(=O)oc2cc(OCC(=O)NCCN3CCOCC3)c(Cl)cc12	-13%	7%	-8%	?	i	1.3%	-3%	-13	-22%
38	CC(=O)N/C(=C\c1ccccc1)C(=O)NCc1ccc2c(c1)OCO2	-4%	?	2%	2%	i	-0.7%	-6%	-6	.
39	C=CCSc1nc(C)c(CC=C)c(=O)[nH]1	-3%	-1%	-8%	-5%	i	-0.1%	-10%	15	1%
40	O=C(Nc1cccc(S(=O)(=O)N2CCOCC2)c1)c1cc(=O)[nH]c2ccccc12	3%	3%	-1%	4%	i	-1.3%	-5%	-28	5%
41	O=C(NC(c1ccccc1)C(Cl)Cl)c1ccccc1 (stereo not given)	-1%	1%	-6%	0%	i	-0.9%	9%	8	-4%
42	C=CCc1ccc(OCCCOc2ccc(C)cc2OC)c(OC)c1	?	4%	?	-11%	i	-0.2%	1%	16	13%
43	CCCNC(=O)c1ccccc1NC(=O)c1ccc(CSc2ccccc2)cc1	6%	-4%	?	?	i	2.8%	-6%	0	3%
44	CCOCCCNC(=O)C1CCCN(c2ncnc3onc(C)c23)C1 (stereo not given)	-19%	-4%	?	.	i	0.3%	-11%	.	-14%
45	COc1cc(C(=O)OCc2cccc(S(=O)(=O)N3CCOCC3)c2)ccc1OCC(C)C	-12%	3%	-6%	3%	i	4.1%	-12%	21	-19%
46	O=C(O)COc1ccccc1/C=C1\SC(=O)N(Cc2ccc(F)cc2)C1=O	-2%	1%	?	4.6µM*	i	7.9%	-3%	-5	4%
47	O=C1CC(=O)Nc2cc(S(=O)(=O)Nc3ccc(Cl)c(C(F)(F)F)c3)ccc2N1	9%	-6%	2%	2%	i	-0.4%	8%	10	.
48	CCOc1cc(C2c3c(-c4cc(C)ccc4O)n[nH]c3C(=O)N2CCCOC(C)C)ccc1O (stereo not given)	13µM*	1%	13%	.	.	0.7%	-13%	.	.
49	CCOc1ccc(-n2c(=O)c3c(C)c(C)sc3n(CC(=O)N(CC)Cc3ccccc3)c2=O)cc1	1%	-11%	-6%	.	i	-0.9%	0%	.	14%
50	COc1ccc(OC)c(/C=N/Nc2nncn2/N=C/c2cc(OC)ccc2OC)c1	-18%	-7%	12%	23µM*	?	9.5%	-8%	?	-6%
51	O=C(CNC(=O)c1cccc(Br)c1)NCCc1nc2ccccc2[nH]1	-11%	1%	-20%	-8%	i	-0.5%	-21%	11	-5%
52	COc1ccc(S(=O)(=O)N(CC(=O)NC2CC2)c2ccc(C)cc2)cc1OC	12%	2%	14%	3%	i	0.0%	-6%	20	2%
53	Cc1ccc(-n2c(C)nc3ncnc(-c4ccccc4)c32)cc1	-2%	2%	-4%	13%	i	0.4%	-9%	15	.
54	COc1ccc(-c2csc(C(O)c3ccc(F)c(OC)c3)n2)cc1 (stereo not given)	7%	.	.	.	i	3.0%	-6%	-4	-7%
55	Cc1[nH]n(-c2ccccc2)c(=O)c1C=Nc1cccc2cccnc12	?	-6%	?	9%	i	0.7%	-29%	56	?
56	Cc1ccc2nc(N3C(=O)C(O)=C(C(=O)c4ccco4)C3c3ccc(C)o3)sc2c1 (stereo not given)	-39%	-23%	8%	21µM*	i	7.6%	-25%	5	16%

# A second format for 2 compounds above:
[42] C=CCc1ccc(OCCCOc2ccc(C)cc2OC)c(OC)c1
[43] CCCNC(=O)c1ccccc1NC(=O)c1ccc(CSc2ccccc2)cc1

Screen / compound no. | 42 | 43
TGFb inhibitor | ? | 6%
A549 viability | 4% | -4%
Nrf2 inh | ? | ?
MCF10A rereplic | -11% | ?
ATXN viability | i | i
Nrf2 ARE act | -0.2% | 2.8%
HepG2 tox | 1% | -6%
IL1B secr inh | 16 | 0
ATXN2 expr inh | 13% | 3%

# Screening data from PubChem BioAssay.
